KB-3-1 cytotox: KB-3-1 parental cell cytotoxicity | actives 1.4% (n = 400,000) | AID 1347075 | KB-3-1 viability, CellTiter-Glo ATP luminescence, 72 h | Potency, µM (top dose mostly 46.1 µM), inactives show at the top dose activity change, negative = cytotoxic, most hits filed as cytotoxic; note: % is set by controls: 0 for no effect and ±100 for the full control effect; nearly all actives have a fitted effect of over 60% in size
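Multi-concentration cytotoxicity screen in KB-3-1 cells grown in DMEM lacking phenol red with 10% FBS. After 72 h at 37 °C with compound, ATP-dependent luminescence was recorded.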
HEK293 tox: cytotoxicity in counter-screen for GLP-1R inverse agonists; HEK293 cAMP-luciferase reporter cells, luminescence, 24 h; actives 0.13% (n = 410,000); Potency, µM (series often up to 38.3 µM), for the others: at the highest dose activity change, negative = inhibition, hits mostly inhibitors;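 note: loss of luciferase light is scored as toxicity; % is set by controls: 0 for no effect and ±100 for the full control effect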
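Cells in DMEM/10% Nu serum/1% pen-strep, 1536-well format. Pre-incubated 12 h, dosed with 23 nL compound, incubated a further 24 h. Luciferase detection, 12 min at room temp, luminescence.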
HT1080 IDH1KD tx: HT-1080 IDH1 knockdown cell toxicity (counter line); HT-1080 IDH1 knockdown viability, ATP luminescence, 48 h; Potency, µM (top dose mostly 46.1 µM), without a hit: at the top dose activity, negative = toxicity, most hits filed as cytotoxic; actives 2% (n = 360,000); AID 686971;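 note: 0% = DMSO wells and -100% = cell-free medium wells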
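In this qHTS, HT-1080 cells depleted of IDH1 are exposed for 48 h at 37 °C to compound titrations. Toxicity is scored from CellTiter-Glo luminescence, with DMSO as full viability and medium alone as none.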
KB-V1 cytotox: KB-V1 MDR subline cytotoxicity; AID 1347076; actives 3.4% (n = 400,000); KB-V1 MDR cells viability, CellTiter-Glo, 72 h; Potency, µM (top dose mostly 46.1 µM), inactives show at the top dose activity change, negative = cytotoxicity, most hits filed as cytotoxic; note: % is set by controls: 0 for no effect and ±100 for the full control effect; nearly all actives have a fitted effect of over 60% in size
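Drug-selected KB-V1 cells, grown in DMEM lacking phenol red with 10% FBS, receive compound titrations; after three days at 37 degrees C, surviving cell ATP is quantified by CellTiter-Glo luminescence and responses normalized and curve-fitted.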
HT1080-NT tox: kills 2HG-producing HT-1080-NT fibrosarcoma cells. AID 686970. actives 1.6% (n = 360,000). Potency, µM (top dose mostly 46.1 µM), for the others: at the highest dose activity, negative = less viability, usual class: cytotoxic. HT-1080-NT fibrosarcoma viability, CellTiter-Glo ATP luminescence, 48 h;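 note: NT is the 2HG producing partner of a matched IDH1 knockdown line; 0% = DMSO-treated cells and -100% = media-only wells without cells; nearly all actives have a fitted effect of over 55% in size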
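HT-1080-NT; 750 cells/well; 5% FBS RPMI; 48 h compound, 37 degrees C; CellTiter-Glo luminescence; curve fitting and curve-class assignment.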
GLP1R ag: agonists of human GLP-1 receptor; P43220; actives 0.007% (n = 380,000); Potency, µM (titrated, usually from 45.6 µM), for inactives: at the top dose activation, usual class: activators; HEK293 GLP-1R CRE-luciferase, luminescence, 4-6 h; cells express a hypersensitive GLP-1R form; AID 624172; note: % of control where 0% means no effect
Target sequence (P43220 whole entry, looked up): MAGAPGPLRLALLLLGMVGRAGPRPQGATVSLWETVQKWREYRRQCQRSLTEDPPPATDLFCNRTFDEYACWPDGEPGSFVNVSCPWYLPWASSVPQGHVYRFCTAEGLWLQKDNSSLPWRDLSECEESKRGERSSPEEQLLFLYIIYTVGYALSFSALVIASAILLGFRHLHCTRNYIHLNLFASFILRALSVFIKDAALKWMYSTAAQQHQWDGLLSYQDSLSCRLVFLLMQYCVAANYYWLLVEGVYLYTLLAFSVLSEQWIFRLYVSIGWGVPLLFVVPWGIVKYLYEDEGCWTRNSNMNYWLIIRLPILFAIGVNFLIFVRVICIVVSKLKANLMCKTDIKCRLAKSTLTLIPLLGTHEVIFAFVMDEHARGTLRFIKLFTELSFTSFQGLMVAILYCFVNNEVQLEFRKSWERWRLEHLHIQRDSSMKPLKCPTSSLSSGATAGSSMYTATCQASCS
GLP1R inv ag: acts as inverse agonist at human GLP-1 receptor. P43220. HEK293 GLP-1R CRE-luciferase, luminescence, 24 h; GLP-1R form is constitutively active. Potency, µM (highest dose often 38.3 µM), without a hit: at the highest dose activity change, negative = inhibition, most hits filed as inhibitors. actives 1.6% (n = 410,000). AID 624417; note: % is set by controls: 0 for no effect and ±100 for the full control effect; nearly all actives have a fitted effect of over 55% in size
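HEK293 cells stably co-expressing constitutively active GLP-1R and a cAMP-responsive luciferase reporter were seeded in DMEM with 10% Nu serum, given compounds after 12 h, and incubated 24 h at 37 deg C. Luminescence was then read.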
TDP43 rescue: TDP-43 toxicity inhibition in yeast; Potency, µM (top dose mostly 46.1 µM), for the others: at the highest dose growth rescue (activation), usual class: activators; AID 652104; TDP-43 expressing yeast growth rescue, BacTiter-Glo, 24 h; actives 1.8% (n = 410,000); note: % of control where 0% means no effect; nearly all actives have a fitted effect of over 50% in size
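Luminescence from BacTiter-Glo reports growth of TDP-43-expressing yeast after 24 hr at 30 deg C with compound. Cells were raffinose-pregrown to mid-log, then seeded in galactose medium at OD600=0.02.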
SW480 rereplic: induces DNA re-replication in SW480 colon adenocarcinoma cells; AID 624297; Potency, µM (series often up to 46.1 µM), without a hit: at the top dose re-replication activation, most hits filed as activators; actives 1.8% (n = 340,000); SW480 DNA re-replication, Hoechst DNA content imaging, 48 h; note: % of control where 0% means no effect; nearly all actives have a fitted effect of over 55% in size
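First, 250 cells per well were seeded. Next, compound or vehicle (23 nL) was pinned in, plates sat 48 hr at 37 C. Finally Hoechst was added for 40 min before fluorescence scanning.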
* hit, by the source's call; ? = inconclusive; . = no result given; ! = repeats disagree; [ ] = another dose, or the depositor's remark. Calls come from the whole dose curve; as a rule, active = well fitted curve in the direction sought with a large enough effect; inconclusive = small, poorly fitted or top-dose-only effect, or another doubt; inactive = no such curve, though single readings can be large; an effect the other way counts as inactive or inconclusive. Potency is the fitted concentration of half-maximal effect.

SMILES	KB-3-1 cytotox	HEK293 tox	HT1080 IDH1KD tx	KB-V1 cytotox	HT1080-NT tox	GLP1R ag	GLP1R inv ag	TDP43 rescue	SW480 rereplic
COc1ccc(C)cc1NC(=O)CCCN1C(=O)C(c2ccccc2)Oc2cccnc21 (centres undefined)	-8%	0%	-5%	-9%	0%	29%	10µM*	?	-11%
Clc1ccc(-c2ccccc2)cn1	23%	-12%	1%	0%	1%	6%	9%	7%	-9%
CC(C)C(=O)Nc1cccc(-c2cnc3ccccc3n2)c1	24%	-3%	-5%	13µM*	13%	8%	47%[activator]	-10%	4%
COc1cccc(CC(NC(C)=O)C(=O)NC2CCN(c3c(Cc4ccccc4)c(C)nc4ncnn34)CC2)c1 (centres undefined)	?	-3%[1.53 µM]	-2%	-1%	5%	-4%	16%	-5%	23µM*!
O=C(CN=C1NS(=O)(=O)c2ccccc21)OCC(=O)c1cc(F)ccc1F	3%	-10%	2%	11%	3%	-8%	5%	12%	-4%
CC(C)(C)C1CCC(=NNC(=O)c2ccccc2-n2cccc2)CC1 (centres undefined)	7%	7%	2%	10%	9%	-1%	1%	5%	-4%
CCn1c(COc2ccccc2C)nnc1SCC(=O)Nc1ccc2c(c1)OCCO2	9%	-9%	0%	4.6µM*	5%	2%	-2%	0%	-9%
CCOC(=O)c1c(NC(=O)C2CC2)sc2c1CC(C)(C)OC2	5%	-4%	14%	-1%	11%	12%	15%	0%	11%
COc1ccc2c(COC(=O)[C@@H]3CCCN3S(=O)(=O)c3ccc(Cl)cc3)cc(=O)oc2c1	-15%	-9%	9%	7%	5%	0%	0%	-7%	-2%
CC(=O)Nc1ccc(C(=O)OCC(=O)c2cccc([N+](=O)[O-])c2)cc1	9%	-2%	11%	3%	7%	-3%	8%	3%	-6%
Cc1ccc([N+](=O)[O-])cc1S(=O)(=O)N1CCn2cccc2C1c1ccccc1F (centres undefined)	12%	3%	.	14%	.	.	12%	27%	.
COc1ccccc1C(=O)COC(=O)/C(=C/c1ccccc1)NC(C)=O	-7%	0%	17%	?	17%	8%	3%	9%	-2%
CC(C)CC(Nc1ncnc2scc(-c3ccccc3)c12)C(=O)O (centres undefined)	-1%	-9%	-10%	3%	-9%	-1%	-22%	7%	4%
CC(=O)Nc1cccc(-c2nnc(SCC(=O)c3cc([N+](=O)[O-])ccc3Cl)o2)c1	?	-3%	.	?	.	4%	-3%	1%	.
CCc1nc(SCC(=O)Nc2ccc(F)cc2)c2c(=O)n(C)c(=O)n(C)c2n1	10%	-7%	10%	?	3%	-8%	-3%	0%	-3%
O=C(c1ccc(C#CC2(O)CCCCC2)cc1)N1CCOCC1	0%	3%	26%	?	11%	10%	-3%	21%	-1%
S=c1sscc1-c1ccccc1	26%	?	-2%	0%	6%	10%	-14%	17%	7%
Cc1nn(CCN)c(C)c1Cl	-19%	5%	0%	7%	-3%	4%	1%	9%	-3%
COC(=O)c1ccc(CN(c2ccc(C)cc2)S(=O)(=O)c2ccc3c(c2)OCCO3)o1	19%	3%	-5%	21%	-1%	-9%	?	12%	28%
NS(=O)(=O)c1cc(C(=O)Nc2ccc3c(c2)OCCCO3)ccc1Cl	3%	-2%	19%	-12%	13%	1%	21%	-26%	-4%
CCn1nc(C)cc1C(=O)N(C)C1CCCN(Cc2ccccc2F)C1 (centres undefined)	1%	14%	2%	-2%	7%	-6%	14%	17%	2%
CCOCCCNC(=O)c1ccc(-c2nc(CS(=O)(=O)c3ccccc3)c(C)o2)cc1	-18%	-4%	.	-47%	.	.	4%	-19%	.
COc1cccc(OCc2cc(=O)n3cc(C)sc3n2)c1	1%	2%	.	-16%	.	1%	1%	?	.
CCCCCCn1c(Br)nc2c1c(=O)n(C)c(=O)n2C	-23%	9%	-14%	?	1%	13%	10%	-4%	-145%[inhibitor]
CCOC(=O)c1ccc(Nc2ncnc3nc[nH]c23)cc1	3%	-13%	-27%	23%	?	1%	-2%	6%	-2%
CC1(C)O[C@@H]1COc1c2ccoc2cc2oc(=O)ccc12	4%	-1%	4%	?	3%	12%	6%	21%	0%
COc1ccc(OCc2ccc(-c3nc4ccccc4c(=O)n3N)o2)cc1	8%	-12%	-26%	?	-21%	-13%	-27%	5%	-4%
NC(=O)CC(NC(=O)Cc1ccc(Cl)cc1)c1ccc(NCc2ccccc2)c([N+](=O)[O-])c1 (centres undefined)	-19%	-12%	-1%	-27%	-1%	0%	16%	-19%	3%
CCN(CC)C(=S)Nc1c(C)n(C)n(-c2ccccc2)c1=O	?	4%	9%	-27%	-27%	-2%	19%	0%	-18%
CCCCCNS(=O)(=O)c1ccc(N2CCCCS2(=O)=O)cc1	?	5%	.	?	.	.	?	18%[9.22 µM]	.
O=C(CCC(=O)c1cccs1)Nc1ccc(N2CCCCC2)cc1	18%	6%	6%	1%	14%	9%	0%	-5%	-8%
CC(=O)NCCc1nc2cc(NC(=O)c3ccc(Cl)cc3)ccc2n1C	-20%	2%	1%	8%	4%	0%	-10%	7%	?
CCN1C(=O)[C@H]2[C@@H](c3ccc(C(F)(F)F)cc3)N[C@]3(CCCN(Cc4ccc(C)cc4)C3=O)[C@H]2C1=O	0%	2%	-5%	-11%	-9%	-5%	?	?	.
Cc1ccc(C(=O)C2CCN(CC(=O)NCc3ccc(F)cc3)CC2)cc1	-14%	-14%	-10%	?	-7%	-1%	?	-9%	6%
Cc1ccccc1-n1c(SC/C(O)=C(\C#N)c2nc3ccccc3[nH]2)nnc1-c1ccncc1	20%	0%	-17%	8%	-23%	-2%	2%	17%	-2%
COc1ccc(S(=O)(=O)Nc2ccc3c(c2)OCO3)cc1OC	14%	0%	-4%	1%	-6%	0%	0%	3%	5%
COc1ccc2[nH]c(=O)c(CN(C(=O)c3ccccn3)C3CCCCC3)cc2c1	0%	-14%	7%	-3%	6%	8%	4%	11%	2%
CC(C)CNC(=O)c1cccc(NC(=O)c2ccc(NC(=O)c3ccco3)cc2)c1	1%	-15%	?	1%	?	2%	0%	-10%	0%
CN(C(=S)NC(=O)c1ccc(Br)o1)c1ccccc1	1%	-24%	-3%	14%	-1%	-3%	-10%	2%	6%
Cc1cccc(-c2nc3ccccc3n2Cc2ccccc2)c1	-16%	-13%	.	-15%	.	.	?	11µM*	.

Reformatted: results already given
structure | KB-3-1 cytotox | HEK293 tox | HT1080 IDH1KD tx | KB-V1 cytotox | HT1080-NT tox | GLP1R ag | GLP1R inv ag | TDP43 rescue | SW480 rereplic
Cc1ccc(C(=O)C2CCN(CC(=O)NCc3ccc(F)cc3)CC2)cc1 | -14% | -14% | -10% | ? | -7% | -1% | ? | -9% | 6%
CCn1nc(C)cc1C(=O)N(C)C1CCCN(Cc2ccccc2F)C1 (centres undefined) | 1% | 14% | 2% | -2% | 7% | -6% | 14% | 17% | 2%

(list continues)
SMILES	KB-3-1 cytotox	HEK293 tox	HT1080 IDH1KD tx	KB-V1 cytotox	HT1080-NT tox	GLP1R ag	GLP1R inv ag	TDP43 rescue	SW480 rereplic
COc1ccc(N(CC(=O)N/N=C/c2cccs2)S(=O)(=O)c2ccccc2)cc1	7%	-2%	-15%	?	-14%	10%	-27%	1%	0%
CN=c1scc(C)n1/N=C/c1ccc2c(c1)OCO2	?	-17%	-18%	-11%	-12%	-36%[inhibitor]	?	-15%	-2%
Cn1c(=O)c2[nH]c(-c3cccnc3)nc2n(C)c1=O	22%	-2%	-7%	6%	2%	2%	13%	21%	-10%
CN(C)S(=O)(=O)c1ccc(Nc2ccc(-c3ccc4c(c3)OCCO4)nn2)cc1	15%	-18%	-2%	-4%	7%	0%	6%	-6%	-5%
CC(C)c1ccc(S(=O)(=O)N2CCC(C(=O)N3CCC3)CC2)cc1	-4%	-7%	1%	-2%	-1%	-3%	-3%	10%	-2%
CC(C)(C)c1nnc(NC(=O)CCS(=O)(=O)Cc2ccccc2)s1	-3%	-11%	?	0%	-27%	6%	-6%	22%	9%
Cc1ccc(N(C)S(=O)(=O)c2cccc(C(=O)NCC(c3cccs3)N3CCOCC3)c2)cc1 (centres undefined)	-12%	14%	-18%	-1%	-14%	0%	?	-24%	?
CCn1c(-c2ccccc2)ccc(C#N)c1=O	-2%	6%	-8%	-8%	1%	17%	0%	?	?
COCCCNS(=O)(=O)c1ccc(C)cc1	-7%	7%	21%	5%	19%	4%	16%	-18%[9.22 µM]	0%
COc1cccc(C(=O)NCCS(=O)(=O)NCC2CCCO2)c1 (centres undefined)	-6%	-3%	-3%	-3%	-1%	-13%	4%	-2%	-1%
CCC(C)NC(=O)CNC(=S)N(Cc1ccccc1)Cc1cccnc1 (centres undefined)	7%	-3%	3%	?	8%	2%	0%	15%	-5%
Cc1ccc(N/C(N)=N/c2nc(C)cc(C)n2)cc1	5%	5%	1%	?	1%	-7%	-17%	-14%	?
N/C(=N\OS(=O)(=O)c1ccc(Br)cc1)c1ccncc1	?	12%	10%	-2%	0%	-11%	-1%	19%	-2%
CCc1ccc(Nc2nnc(SC3CCOC3=O)s2)cc1 (centres undefined)	-16%	-6%	1%	1%	-8%	-4%	7%	-5%	1%
COC(=O)c1cc(S(=O)(=O)N(C)C2CCCCC2)cn1C	0%	16%	9%	-13%	1%	-1%	6%	18%	-4%
Cc1cc(NC(=O)c2cc(-c3cccs3)on2)nn1Cc1ccc(Cl)cc1	-1%	-7%	-4%	9.2µM*	3%	-7%	0%	-13%	-9%
COc1ccc(-n2nc3cc(C)c(NC(=O)Cc4ccc(Cl)cc4)cc3n2)cc1	?	7%	.	18%	.	.	9%	-19%	.
Cc1cc(C)c([N+](=O)[O-])cc1NC(=O)CCSc1ccccc1Cl	-19%	1%	-1%	-2%	-4%	0%	-5%	1%	-8%

Screens: PubChem BioAssay, National Center for Advancing Translational Sciences (NCATS)
